Bioassay records as filed in PubChem BioAssay.
Peg3 promoter – Peg3 promoter activity inhibition | HeLa PEG-Prom luciferase reporter, luminescence, overnight | inhibition, % at 20 µM | hit rate 1.7% among 360,000 | AID 588405;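 active = inhibition of at least 50% at 20 µM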
NR2E3 ag-1 – agonists of human NR2E3 nuclear receptor; Q9Y5X4; CHO-S Gal4-NCOR/VP16-NR2E3 two-hybrid, luciferase; inhibition of corepressor binding, % at 3.98 µM; hit rate 0.35% among 360,000; AID 602229;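 active = inhibition above the mean of all tested compounds plus 3 SD, cut at about 70% in these data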;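 note: 0% = DMSO with NR2E3 transfected cells and 100% = cells lacking NR2E3 construct; higher means lower luciferase signal from less NR2E3 corepressor binding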
Target sequence (Q9Y5X4 whole entry, looked up, the tested form may be a part): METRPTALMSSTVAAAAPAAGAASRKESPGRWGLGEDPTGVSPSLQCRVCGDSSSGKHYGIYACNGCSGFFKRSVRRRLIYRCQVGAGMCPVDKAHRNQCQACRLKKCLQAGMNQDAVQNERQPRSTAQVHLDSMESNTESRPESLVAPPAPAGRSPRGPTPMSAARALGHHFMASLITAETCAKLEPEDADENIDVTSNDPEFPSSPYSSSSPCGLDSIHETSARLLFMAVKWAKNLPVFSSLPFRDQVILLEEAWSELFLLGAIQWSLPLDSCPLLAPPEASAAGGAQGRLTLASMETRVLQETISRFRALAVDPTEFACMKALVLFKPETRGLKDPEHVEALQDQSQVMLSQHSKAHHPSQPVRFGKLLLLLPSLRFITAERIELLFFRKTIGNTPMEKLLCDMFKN
CaV13 ICDI inh – Disruptors of the CACNA1D IQ motif to Ca2+-dependent inactivation inhibitor domain association, primary screening, Förster resonance energy transfer in intact living … | HEK cells, CFP/YFP FRET ICDI-IQ, plate reader, 10 min; percent FRET-ratio fall versus neutral wells | inhibition, % at 12.3 µM | hit rate 0.098% among 340,000 | AID 743397;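 active = mean replicate inhibition of at least 30% and at least 1% of replicates passing that level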;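 note: 0% = median of the neutral control wells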
PDI inh – inhibitors of human protein disulfide isomerase. P07237. PDI insulin aggregation turbidity, A650, 90 min. inhibition, % at 10 µM. hit rate 0.052% among 350,000;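 active = mean inhibition across replicates of 30% or more, whatever share of single replicates reach that level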;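 note: absorbance from insulin aggregation driven by PDI reduction with DTT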
NR2E3 ag-2 – NR2E3 (human) agonism; GST-NR2E3/biotin-RetCOR TR-FRET, 1536-well; inhibition of corepressor binding, % at 4.78 µM; hit rate 0.12% among 320,000; AID 2300;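 active = percent inhibition above the cutoff of mean plus 3 SD of all tested compounds, set per screening campaign, cut at about 20% in these data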;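 note: 0% = DMSO wells and 100% = biotin wells as full block of FRET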
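Test system – NR2E3–RetCOR corepressor complex · Quantity – NR2E3 fusion 1.35 nM · Buffer or medium – Tris pH 7.5 · Incubation – Compound–protein incubation for 5 h at 4 °C · Technique – TR-FRET, Eu(K)-anti-GST donor, streptavidin-D2 acceptor, ex 340, em 617/671 nm · Evaluation – percent inhibition of 671/617 nm emission ratio versus biotin and DMSO controls · Plate – 1536-well format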
TRPM1 prom inh – reduces MITF-dependent TRPM1 promoter luciferase signal; SK-MEL-5 TRPM1 promoter luciferase, 24 h; inhibition, % at 12.5 µM; hit rate 0.83% among 330,000;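 active = mean inhibition across replicates of 60% or more, whatever share of single replicates reaches that level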; note: values of inactives mirror those of a sister screen read the other way
H9c2 protect – protects H9c2 cardiomyocytes from peroxide injury. H2O2 injury protection, ATPLite, 2 h. protection from H2O2 cell death, % at 20 µM. hit rate 0.63% among 360,000;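 active = compounds giving at least 50% protection of heart cells from peroxide-induced death in the single-dose screen, raw or plate-pattern-corrected value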;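 note: 0% = DMSO wells with peroxide and 100% = DMSO wells without peroxide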
HIF-2a block – inhibitors of HIF-2a; 786-0 RCC cells HIF-2a reporter, luciferase luminescence, overnight; inhibition, % at 18.8 µM; hit rate 0.72% among 360,000; AID 624352;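 active = inhibition of the luminescence signal of 40% or more relative to plate controls, in a single-dose primary screen at 18.75 µM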
iPSC survival up – increases survival of single human iPS cells. hiPSC single-cell survival, ATPlite luminescence; 100% = ROCK inhibitor wells, 0% = DMSO. survival enhancement, % at 20 µM. hit rate 0.044% among 360,000; in the data active = survival enhancement above about 18%;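 note: cells exposed to compounds for 16 hours before the ATP read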
m5-HT2A agonist – activates the mouse 5-HT2A serotonin receptor | P35363 | CHO-K1 mHTR2A beta-arrestin complementation, luminescence; percent of 30 µM serotonin response | activation, % at 7.6 µM | hit rate 0.66% among 360,000 | AID 624169;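 active = activation above a run cutoff, the mean activation of all tested compounds plus 3 SD, cut at about 14% in these data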;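 note: 0% = plate median of compound wells and 100% = 30 µM serotonin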
Target sequence (P35363 whole entry, looked up): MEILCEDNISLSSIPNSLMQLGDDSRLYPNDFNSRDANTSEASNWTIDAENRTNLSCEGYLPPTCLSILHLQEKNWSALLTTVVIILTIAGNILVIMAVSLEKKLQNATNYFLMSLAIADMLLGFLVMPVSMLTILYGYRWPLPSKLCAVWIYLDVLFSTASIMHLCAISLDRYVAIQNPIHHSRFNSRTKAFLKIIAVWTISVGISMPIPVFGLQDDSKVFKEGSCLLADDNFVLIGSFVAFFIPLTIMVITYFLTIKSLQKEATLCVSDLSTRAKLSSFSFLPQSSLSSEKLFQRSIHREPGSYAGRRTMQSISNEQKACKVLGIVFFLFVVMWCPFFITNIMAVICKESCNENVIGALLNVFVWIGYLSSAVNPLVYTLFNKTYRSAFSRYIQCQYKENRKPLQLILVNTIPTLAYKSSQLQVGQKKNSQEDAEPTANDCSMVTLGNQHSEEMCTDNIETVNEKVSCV
Shn3 inh set2 – inhibitors of Schnurri-3 3'UTR reporter in osteoblasts. AID 588674. hit rate 0.52% among 360,000. inhibition, % at 12.5 µM. Clone20 osteoblast Shn3 3'UTR firefly luciferase, 24 h;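 active = mean inhibition of at least 75% with every replicate also reaching 75%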;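 note: 0% = median of neutral control wells and 100% = pilot-screen positive control compound; some compounds past the cut are filed as inactive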
* = called active by the depositor; . = no result given.

SMILES	Peg3 promoter	NR2E3 ag-1	CaV13 ICDI inh	PDI inh	NR2E3 ag-2	TRPM1 prom inh	H9c2 protect	HIF-2a block	iPSC survival up	m5-HT2A agonist	Shn3 inh set2
CC1=NN(c2ccccc2)C(=O)/C1=C\c1cc(C)n(-c2ccccc2)c1C	-170	0	-2	-7	-3	-61	-2	-201	-1.8	2	7
CS(=O)(=O)N(CC(O)Cn1c2ccccc2c2ccccc21)c1ccccc1 (centres undefined)	27	-18	.	-2	-3	-15	-10	15	1.0	5	-9
O=C1c2ccccc2C(=O)N1CSc1nnc2c3ccccc3n(CCc3ccccc3)c2n1	9	-26	.	-1	2	-18	6	2	2.2	-5	26
S=c1nc[nH]c2c1ncn2C1CCCC1	-1	-31	-4	-3	.	9	2	7	0.6	2	-4
CCC(CC)C(=O)OCC(=O)NC12CC3CC(CC(C3)C1)C2	1	-29	-7	0	-2	8	2	-1	2.6	-1	-1
CCCCNC(=O)CC1N=C2c3ccccc3N=C(SCC(=O)Nc3cccc(OC)c3)N2C1=O (centres undefined)	8	-15	-4	-1	6	-6	3	-30	0.4	-3	-23
CCC(Sc1nc2n[nH]c(C)c2c(=N)n1-c1cccc(Cl)c1C)C(=O)N(CC)CC (centres undefined)	42	-5	-8	-4	6	8	-5	17	1.5	1	20
Cc1cn(CC(=O)NCc2ccccn2)c(=O)[nH]c1=O	-4	-27	-5	8	.	8	10	7	-1.4	-1	-2
CC1=CC(C)(C)N2C(=O)C3(C(C#N)=C(N)OC4=C3C(=O)CCC4)c3c(C)c(C)cc1c32 (centres undefined)	20	14	-9	8	1	11	0	21	6.6	3	-15
COc1ccc(C(=O)N/N=C(\C)c2cccc(NC(=O)c3ccc(F)cc3)c2)c(OC)c1	-70	-43	-10	-2	1	-72	37	-80	-0.1	-6	-22

Part of the list above in another layout.
Each structure is followed by: Peg3 promoter, NR2E3 ag-1, CaV13 ICDI inh, PDI inh, NR2E3 ag-2, TRPM1 prom inh, H9c2 protect, HIF-2a block, iPSC survival up, m5-HT2A agonist, Shn3 inh set2
CCC(Sc1nc2n[nH]c(C)c2c(=N)n1-c1cccc(Cl)c1C)C(=O)N(CC)CC (centres undefined)
  42, -5, -8, -4, 6, 8, -5, 17, 1.5, 1, 20
Cc1cn(CC(=O)NCc2ccccn2)c(=O)[nH]c1=O
  -4, -27, -5, 8, ., 8, 10, 7, -1.4, -1, -2
CC1=CC(C)(C)N2C(=O)C3(C(C#N)=C(N)OC4=C3C(=O)CCC4)c3c(C)c(C)cc1c32 (centres undefined)
  20, 14, -9, 8, 1, 11, 0, 21, 6.6, 3, -15
COc1ccc(C(=O)N/N=C(\C)c2cccc(NC(=O)c3ccc(F)cc3)c2)c(OC)c1
  -70, -43, -10, -2, 1, -72, 37, -80, -0.1, -6, -22

Record cards (already shown). Values in the order: Peg3 promoter, NR2E3 ag-1, CaV13 ICDI inh, PDI inh, NR2E3 ag-2, TRPM1 prom inh, H9c2 protect, HIF-2a block, iPSC survival up, m5-HT2A agonist, Shn3 inh set2
CS(=O)(=O)N(CC(O)Cn1c2ccccc2c2ccccc21)c1ccccc1 (centres undefined) as listed: 27, -18, ., -2, -3, -15, -10, 15, 1.0, 5, -9
COc1ccc(C(=O)N/N=C(\C)c2cccc(NC(=O)c3ccc(F)cc3)c2)c(OC)c1 as listed: -70, -43, -10, -2, 1, -72, 37, -80, -0.1, -6, -22

Limited to NR2E3 ag-1 and Peg3 promoter, for two of the compounds above:
mol | NR2E3 ag-1 | Peg3 promoter
CCCCNC(=O)CC1N=C2c3ccccc3N=C(SCC(=O)Nc3cccc(OC)c3)N2C1=O (centres undefined) | -15 | 8
Cc1cn(CC(=O)NCc2ccccn2)c(=O)[nH]c1=O | -27 | -4

More records follow:
SMILES	Peg3 promoter	NR2E3 ag-1	CaV13 ICDI inh	PDI inh	NR2E3 ag-2	TRPM1 prom inh	H9c2 protect	HIF-2a block	iPSC survival up	m5-HT2A agonist	Shn3 inh set2
COc1ccc(S(=O)(=O)N2CCOCC2)cc1NC(=O)COC(=O)c1[nH]c(C)c(C(C)=O)c1C	-2	33	-10	-8	.	10	9	10	-1.1	-3	5
CC(C)CCn1c(COc2ccccc2)n[nH]c1=S	16	-20	-18	1	1	1	-3	14	0.2	-2	-8
COc1cc(OC)cc(-c2n[nH]c(=S)n2-c2cc(OC)ccc2OC)c1	1	-27	-8	5	-1	4	5	4	2.6	-1	43
O=C1CCN(CCc2ccccc2)CCN1CCOc1ccccc1	-35	-15	-5	-5	3	-3	2	-9	1.2	-10	-25
O=C(O)Cc1c[nH]c2ccc(O)cc12	6	8	-4	0	-2	7	5	8	-0.2	4	-4
CC(C(=O)Nc1ccc(C(=O)O)c(O)c1)N1C(=O)/C(=C\c2ccco2)SC1=S (centres undefined)	2	-16	.	9	5	-4	-6	10	0.1	11	4
Cc1onc(-c2ccccc2)c1C(=O)NNC(=O)c1ccccc1O	-1	3	-16	12	1	23	14	-30	-0.2	-11	4
CCN(CC)S(=O)(=O)c1ccc(Cl)c(C(=O)NNC(=O)c2csc(N3CCOCC3)n2)c1	-1	-1	-5	-3	.	1	5	11	-0.1	8	-10
COc1ccc(/C=N/NC(=O)c2cccnc2)cc1COc1ccc([N+](=O)[O-])cc1	24	-35	-4	-6	-1	23	48	15	0.5	-4	-37
COc1ccc(C(C)=O)cc1CSc1nnc(Nc2ccccc2)s1	21	-6	-4	1	-1	28	-7	11	1.4	0	80
O=C(Cc1cccc(C(F)(F)F)c1)NCc1ccc(Cl)cc1Cl	5	-17	-7	2	5	-4	-7	-5	0.2	-3	4
CC(C)(CS(=O)(=O)[O-])NC(=O)CC[N+](C)(C)CCO	-5	1	-7	6	-80	-3	8	14	-0.2	1	4
N#CCCN(CCC#N)C(=O)c1ccc2c(c1)OCO2	3	-1	-4	-7	-1	1	4	16	4.4	-3	-16
CC(=O)NC(c1ccccc1)c1cc(Cl)c2cccnc2c1O (centres undefined)	51*	-25	-6	-5	2	23	47	16	-0.3	-27	69
Cn1c(CNC(=O)c2ccccc2F)nnc1SCC(=O)N1CCN(c2ccccc2)CC1	-8	22	-27	5	6	11	4	4	-0.4	1	-1
O=c1[nH]c(=S)[nH]cc1S(=O)(=O)c1cccc(Cl)c1	6	-19	-4	-7	.	9	1	18	0.3	8	10
COc1ccc(C(=O)Nc2ccccc2C(=O)NC(Cc2ccc(O)cc2)C(=O)NNC(=O)c2ccncc2)cc1 (centres undefined)	-10	-2	-4	4	-1	5	3	-15	-1.4	7	-8
CC(/C=C/c1ccccc1)=N\NC(=O)C1CC1(C)c1ccccc1 (centres undefined)	25	-24	-5	-1	-2	-11	1	2	4.3	-3	19
CN(C)C(=O)CCc1ccc2c3c([nH]c2c1)[C@]1(C)[C@@H](C(=O)N2CCOCC2)C[C@H](CC(=O)NCC24CC5CC(CC(C5)C2)C4)C(=O)N1CC3	9	-28	-3	7	.	-3	-13	3	-2.3	0	47
CC(C)NC(=O)C1(C)Cc2c(-c3cccc(C(N)=O)c3)ccnc2O1 (centres undefined)	12	-27	-5	12	.	.	9	6	-2.7	-4	0
CC1CN(Cc2c(O)ccc3c(=O)c(-c4ccccc4Cl)coc23)CC(C)O1 (centres undefined)	10	-14	-20	0	2	-2	-8	-4	3.9	-5	5
C=CCn1c(-c2csc(-c3ccc(Cl)cc3)n2)n[nH]c1=S	-20	-19	.	-3	-5	-20	-2	-38	-2.3	-2	-15
O=C(Nc1c2c(nn1-c1ccccc1)CS(=O)(=O)C2)c1cc2ccccc2o1	14	-12	-7	5	0	8	4	23	0.3	2	-4
Cc1cc(C)cc(NC(=O)c2ccc(CSc3nnc(C)s3)cc2)c1	-114	-65	-5	-7	1	-23	-23	-208	1.4	-3	-11
O=C(NCc1ccco1)C1CCCN(S(=O)(=O)Cc2ccccc2)C1 (centres undefined)	-50	-17	-8	6	4	7	2	-14	-3.3	0	4
S=C(CN1CCCC1=S)NCCc1ccccc1	4	1	-4	-2	0	17	0	8	0.6	5	-1
NS(=O)(=O)c1cnccc1Nc1ccc(Cl)cc1	23	-18	-5	6	1	-1	-3	17	-1.2	6	-7
O=C(Nc1cccc2ccccc12)c1cnsn1	-4	-10	-3	18	7	-17	3	-7	-0.8	-1	-5
NC(=O)N=Nc1c(O)[nH]c2ccc([N+](=O)[O-])cc12	23	14	-2	0	-4	-1	13	3	-0.8	-2	2
CCOC(=O)[C@]12CCC=C1N(CCC1=CCCCC1)C(=O)[C@H](CC(=O)NCc1cccs1)C2	.	-9	-2	.	.	.	.	3	-0.5	-3	.
CCC(C)C(=O)Nc1nnc(CCc2ccccc2)s1 (centres undefined)	-32	-22	-7	7	4	-18	1	-65	1.2	-2	-11
Cc1ccc(NC(Cc2cc(C)no2)c2ccccc2)cc1 (centres undefined)	2	-4	-3	0	0	5	-10	18	-0.9	-1	12
N#Cc1c(-c2ccco2)cc(C2CC2)nc1N	-19	-4	-9	1	2	6	24	10	-0.5	-6	5
COc1ccc(C(=O)NCc2cnn(C)c2C)cc1OC1CCN(C(C)C)CC1	10	14	-5	1	3	21	6	8	-0.5	1	-9
COCCCNC(=O)c1ccc(N2CCOCC2)c(NS(=O)(=O)c2ccc(OC)cc2)c1	11	-1	-9	8	0	10	1	-9	0.7	0	8
Nc1nc(SCc2ccc(Br)cc2)c2ncn(C3OC(CO)C(O)C3O)c2n1 (centres undefined)	3	0	-5	-6	.	6	4	-13	-1.6	-3	6
CCCOc1ccc(S(=O)(=O)NNC(=O)c2cc3ccccc3o2)cc1	13	40	-1	2	-1	1	-10	22	-1.1	-1	4
COC(=O)C1=C(CS(=O)(=O)c2ccc(C)cc2)NC(=O)NC1c1ccc(OC)c(OC)c1 (centres undefined)	-1	0	-7	-3	0	4	0	-16	0.3	8	-5
Cc1ccc(-n2c(SCc3nnc4n3CCC4)nnc2-c2ccccc2)cc1	10	-14	-4	10	-2	-12	9	10	0.1	3	1
CC(C)n1c(N2CCCC2)nc2c1c(=O)[nH]c(=O)n2C	1	-2	-5	-6	0	7	6	15	-0.1	5	-16

Two records drawn at random from the list so far:
SMILES	Peg3 promoter	NR2E3 ag-1	CaV13 ICDI inh	PDI inh	NR2E3 ag-2	TRPM1 prom inh	H9c2 protect	HIF-2a block	iPSC survival up	m5-HT2A agonist	Shn3 inh set2
O=C(O)Cc1c[nH]c2ccc(O)cc12	6	8	-4	0	-2	7	5	8	-0.2	4	-4
CC(C(=O)Nc1ccc(C(=O)O)c(O)c1)N1C(=O)/C(=C\c2ccco2)SC1=S (centres undefined)	2	-16	.	9	5	-4	-6	10	0.1	11	4
